Screening results: PubChem, several laboratories
TWEAK Fn14 block – inhibitors of TWEAK-Fn14 signaling, primary screen, luciferase reporter cells, uHTS | TWEAK-stimulated Fn14 reporter cells, luciferase luminescence, 8 h | inhibition, % at 10 µM | 360,000 tested, 2% active | AID 1159606, 2016; in the data active = inhibition above about 50%
LMP1 NFkB inh – EBV LMP1-driven NF-kappaB luciferase reporter inhibitors, primary screen, cell-based, luminescence, single point; LMP1-induced NF-kappaB luciferase reporter cells; inhibition, % at 12.5 µM; 350,000 tested, 0.69% active; AID 504558, 2011; in the data active = inhibition above about 41%;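 note: 0% = neutral control wells and 100% = reference inhibitor control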
NCOA3 inh – SRC3 coactivator transcriptional activity inhibitors, primary screen, cell-based, luminescence | Nuclear receptor coactivator 3 (Homo sapiens), Q9Y6Q9 | HEK293 GAL4-SRC3 luciferase reporter | 360,000 tested, 0.17% active | inhibition, % at 3.6 µM;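 active = inhibition above a per-campaign cutoff, the mean of all compounds plus 3 SD, cut at about 60% in these data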;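 note: 0% = DMSO-treated cells and 100% = gossypol-treated cells at 36 µM; higher means less SRC3-driven luciferase light from the GAL4 reporter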
TLR9-MyD88 inh – inhibitors of TLR9-MyD88 association in cells, primary screen, cell-based, CHO, BLA complementation, fluorescence; Toll-like receptor 9 (Homo sapiens) + Myeloid differentiation primary response protein …; CCF4 FRET ratio; inhibition, % at 4.98 µM; 340,000 tested, 0.21% active;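 active = inhibition above the mean over all tested compounds plus 3 SD, cut at about 21% in these data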;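 note: 0% = DMSO only wells and 100% = clavulanate BLA inhibitor control wells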
COUP-TFII inh – NR2F2 transcriptional activity inhibitors, primary screen, cell-based, luciferase reporter, HEK293T, luminescence. COUP transcription factor 2 (Homo sapiens), P24468. HEK293T NGFI-A luciferase reporter. inhibition, % at 8.6 µM. 370,000 tested, 0.7% active;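 active = inhibition above a per-plate cutoff, mean inhibition of test wells between control levels plus 3 SD, cut at about 38% in these data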;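 note: cells cotransfected with COUP-TFII expression vector driving the NGFI-A reporter; 0% = median of COUP-TF2 test wells and 100% = reporter-only cells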
TRAIL sens C8 – viability loss with TRAIL in NB7+C8 cells, primary screen, TRAIL sensitizer project, cell-based, ATPlite luminescence; inhibition (viability loss, TRAIL sensitization), % at 10 µM; 360,000 tested, 1% active;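 active = compounds causing at least 50% loss of cell viability in the single-dose screen, relative to plate controls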
LRH-1 inv ag – LRH-1 (NR5A2) inverse agonists, primary screen, cell-based, luminescence, HEK293T, StAR-luciferase reporter. inhibition, % at 3.6 µM. LRH-1 transfected, 24 h. Nuclear receptor subfamily 5 group A member 2 (Homo sapiens), O00482. 360,000 tested, 0.13% active;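 active = inhibition above the mean inhibition of all tested compounds plus 3 SD, cut at about 73% in these data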;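 note: 0% = DMSO wells and 100% = reporter-only cells lacking LRH-1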
NCOA1 inh – SRC1 coactivator transcriptional activity inhibitors, primary screen, cell-based, luminescence. Nuclear receptor coactivator 1 (Homo sapiens), Q15788. HEK293 GAL4-SRC1 luciferase reporter. inhibition, % at 3.6 µM. 360,000 tested, 0.12% active;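 active = inhibition above the campaign mean plus 3 SD, with each screening campaign given its own cutoff, cut at about 60% in these data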;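 note: 0% = DMSO treated cells and 100% = gossypol at 36 µM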
SRC2 inh – inhibition of GAL4-SRC2 driven luciferase reporter, primary screen, SRC2 inhibitor project, cell-based, luminescence; Nuclear receptor coactivator 2 (Homo sapiens), Q15596; HEK293 GAL4-SRC2 luciferase reporter; inhibition, % at 9 µM; 370,000 tested, 0.17% active; AID 651957, 2012;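 active = inhibition above the mean inhibition of all tested compounds plus 3 SD, set per campaign, cut at about 52% in these data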;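 note: 0% = DMSO treated cells and 100% = cells given Gossypol at 36 µM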
Target sequence (Q15596 whole entry, looked up, the tested form may be a part): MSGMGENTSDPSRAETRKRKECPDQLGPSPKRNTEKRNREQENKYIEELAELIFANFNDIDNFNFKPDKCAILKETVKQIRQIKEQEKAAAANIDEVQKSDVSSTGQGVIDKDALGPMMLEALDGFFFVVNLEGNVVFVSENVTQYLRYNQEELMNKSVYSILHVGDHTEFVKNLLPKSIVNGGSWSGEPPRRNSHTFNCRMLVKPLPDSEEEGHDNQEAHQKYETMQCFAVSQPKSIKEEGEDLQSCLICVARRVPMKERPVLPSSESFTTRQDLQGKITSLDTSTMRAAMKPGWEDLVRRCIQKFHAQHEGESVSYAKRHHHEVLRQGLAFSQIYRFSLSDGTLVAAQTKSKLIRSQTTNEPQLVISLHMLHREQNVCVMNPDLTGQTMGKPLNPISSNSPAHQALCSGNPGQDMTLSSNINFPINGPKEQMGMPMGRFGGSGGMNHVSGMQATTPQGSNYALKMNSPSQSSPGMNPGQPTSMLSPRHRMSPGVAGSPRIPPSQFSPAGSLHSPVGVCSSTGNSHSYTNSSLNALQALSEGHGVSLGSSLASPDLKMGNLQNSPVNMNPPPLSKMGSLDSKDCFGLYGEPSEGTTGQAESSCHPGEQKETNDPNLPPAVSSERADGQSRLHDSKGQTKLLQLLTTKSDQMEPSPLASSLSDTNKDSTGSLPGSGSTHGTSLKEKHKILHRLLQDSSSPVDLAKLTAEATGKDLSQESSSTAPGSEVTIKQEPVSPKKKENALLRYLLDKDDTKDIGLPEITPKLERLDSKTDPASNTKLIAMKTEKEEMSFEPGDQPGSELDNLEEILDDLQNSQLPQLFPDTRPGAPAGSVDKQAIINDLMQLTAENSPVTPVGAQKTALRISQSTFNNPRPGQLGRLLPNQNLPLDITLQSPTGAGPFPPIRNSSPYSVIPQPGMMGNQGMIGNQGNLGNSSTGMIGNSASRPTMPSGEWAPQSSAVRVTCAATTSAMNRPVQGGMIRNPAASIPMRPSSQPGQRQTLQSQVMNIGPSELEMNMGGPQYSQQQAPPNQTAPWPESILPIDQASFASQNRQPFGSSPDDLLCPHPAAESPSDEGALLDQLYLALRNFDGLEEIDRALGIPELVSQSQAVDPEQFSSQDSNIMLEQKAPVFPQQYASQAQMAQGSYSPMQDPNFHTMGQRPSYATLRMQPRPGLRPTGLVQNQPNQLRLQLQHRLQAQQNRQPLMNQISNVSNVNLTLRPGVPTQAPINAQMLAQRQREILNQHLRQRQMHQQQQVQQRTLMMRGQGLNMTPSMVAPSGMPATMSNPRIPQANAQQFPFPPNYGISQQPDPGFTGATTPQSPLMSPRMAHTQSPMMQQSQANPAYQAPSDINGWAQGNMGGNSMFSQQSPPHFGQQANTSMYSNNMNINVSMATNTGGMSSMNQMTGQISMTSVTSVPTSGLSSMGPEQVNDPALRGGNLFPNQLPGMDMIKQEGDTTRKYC
NOD2 RIPK2 PPI – NOD2-RIPK2 binding disruptors in cells, primary screen, fluorescence, CHO cells, BLA complementation; Receptor-interacting serine/threonine-protein kinase 2 (Homo sapiens), O43353; CCF4 ratio; inhibition, % at 4.98 µM; 360,000 tested, 0.38% active; AID 624267, 2012; in the data active = inhibition above about 21%;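 note: 0% = vehicle only and 100% = reference blocker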
TROY NFkB inh – inhibitors of TROY-driven NF-kB signaling, primary screen, Q293 LMP1-TROYcd cells, NF-kB luciferase, uHTS | Q293 LMP1-TROYcd NF-kB luciferase reporter, 4 h | inhibition, % at 10 µM | 360,000 tested, 0.98% active | AID 1347056, 2019;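 active = compounds whose plate-normalised and pattern-corrected inhibition of the luciferase reporter signal at the single screening dose is 50% or more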
* marks the source's active call; other numbers are inactive results; · = no result given. A portion of the library, so the mix of outcomes need not match the whole.

Each structure is followed by: TWEAK Fn14 block	LMP1 NFkB inh	NCOA3 inh	TLR9-MyD88 inh	COUP-TFII inh	TRAIL sens C8	LRH-1 inv ag	NCOA1 inh	SRC2 inh	NOD2 RIPK2 PPI	TROY NFkB inh
CCOC(CN=c1nc(N(C)C)ss1)OCC
 : 6	1	18	0	24	-5	0	14	6	7	8
O=C(CCc1nc2ccccc2c(=O)[nH]1)OCC(=O)N1CCc2ccccc21
 : 9	-16	19	4	18	-2	8	-16	-2	5	9
CC[n+]1c(C)cc2c(sc3ccccc32)c1C
 : 2	-4	25	-2	-2	2	7	7	8	-5	3
CCOC(=O)CN(C#N)c1nc(C)cc(C)n1
 : 0	4	3	10	-8	-1	10	-26	-16	-1	3
O=C(CC1N=C(Cc2ccccc2)NNC1=O)N/N=C/c1ccc([N+](=O)[O-])cc1 (stereo not drawn)
 : -16	2	-13	8	13	-3	-14	-16	-26	-7	2
CCOC(=O)[C@H]1[C@H]2COc3ccc(Cl)cc3[C@@H]2N2C(=O)[C@@H](CO)NC(=O)[C@@]12C
 : -15	8	-6	-5	1	-7	8	4	-30	-11	-4
O=C(Cc1cccs1)N(CC1CCCO1)C1(C(=O)NC2CCCCC2)CCCCC1 (stereo not drawn)
 : 2	3	17	-2	-5	30	21	26	-1	4	2
Cc1ccc2oc(C(=O)NCCCN3CCOCC3)c(C)c2c1
 : -16	-27	-78	-1	-49	0	-111	-81	-39	-4	-38
O=C(N/C(=C\c1ccccc1)C(=O)N1CCOCC1)c1ccc(Br)o1
 : 4	-3	-2	3	11	-8	2	-11	2	-10	-8
CCC(C)(C)C1CCc2[nH]nc(C(=O)N/N=C(\C)c3ccco3)c2C1 (stereo not drawn)
 : 44	-8	21	-4	11	32	-8	-11	-39	0	68*
CCOC(=O)CSc1nnc2cc(C)c3ccccc3n12
 : -17	4	-1	-13	5	-5	-4	-7	-7	-9	8
COc1ccc(OCC(=O)Nc2cc(NC(=O)COc3ccc(OC)cc3)cc(C(=O)O)c2)cc1
 : 8	-12	8	0	-14	0	-24	-21	-11	5	15
O=C1CCCC2=C1C(c1ccc(O)c(O)c1)Nc1ccc3ccccc3c12 (stereo not drawn)
 : 24	-9	8	-3	-3	-2	-2	-5	6	-15	1
COc1cccc(C2C(C#N)=C(N)OC(C(C)(C)C)=C2C#N)c1 (stereo not drawn)
 : 2	0	10	0	3	7	17	6	-1	8	10
COc1ccccc1NS(=O)(=O)c1cccc(NC(=O)Nc2cccc(Cl)c2)c1
 : 81*	8	19	-5	10	38	-12	-4	3	6	51*
Cc1cc(S(=O)(=O)NCCc2ccccc2)ccc1-n1cnnn1
 : 3	10	9	-2	-8	3	-5	-7	6	0	0
O=C(NNc1nc2ccc(Cl)cc2s1)c1cc(-c2cccs2)nc2ccccc12
 : 58*	27	-15	2	-19	4	15	10	-30	-1	39
C=CCc1ccc(OCC(O)CN2CCN(Cc3ccc(Cl)cc3)CC2)c(OC)c1 (stereo not drawn)
 : 16	-4	21	-11	9	-2	15	2	19	0	14
COc1ccc(-c2cc(=O)oc3cc(OCC(=O)N(C)C)ccc23)cc1
 : -9	10	-2	-4	-9	15	-8	7	11	3	7
COC(=O)c1cc(C)sc1NC(=O)CSc1ncccn1
 : -1	-11	4	-5	1	-7	-26	-6	12	-14	29

Eight compounds from above, sorted by length of the SMILES, ascending:
Each structure is followed by: TWEAK Fn14 block	LMP1 NFkB inh	NCOA3 inh	TLR9-MyD88 inh	COUP-TFII inh	TRAIL sens C8	LRH-1 inv ag	NCOA1 inh	SRC2 inh	NOD2 RIPK2 PPI	TROY NFkB inh
CCOC(=O)CSc1nnc2cc(C)c3ccccc3n12
 : -17	4	-1	-13	5	-5	-4	-7	-7	-9	8
COC(=O)c1cc(C)sc1NC(=O)CSc1ncccn1
 : -1	-11	4	-5	1	-7	-26	-6	12	-14	29
Cc1cc(S(=O)(=O)NCCc2ccccc2)ccc1-n1cnnn1
 : 3	10	9	-2	-8	3	-5	-7	6	0	0
COc1cccc(C2C(C#N)=C(N)OC(C(C)(C)C)=C2C#N)c1 (stereo not drawn)
 : 2	0	10	0	3	7	17	6	-1	8	10
O=C1CCCC2=C1C(c1ccc(O)c(O)c1)Nc1ccc3ccccc3c12 (stereo not drawn)
 : 24	-9	8	-3	-3	-2	-2	-5	6	-15	1
CCC(C)(C)C1CCc2[nH]nc(C(=O)N/N=C(\C)c3ccco3)c2C1 (stereo not drawn)
 : 44	-8	21	-4	11	32	-8	-11	-39	0	68*
COc1ccccc1NS(=O)(=O)c1cccc(NC(=O)Nc2cccc(Cl)c2)c1
 : 81*	8	19	-5	10	38	-12	-4	3	6	51*
COc1ccc(OCC(=O)Nc2cc(NC(=O)COc3ccc(OC)cc3)cc(C(=O)O)c2)cc1
 : 8	-12	8	0	-14	0	-24	-21	-11	5	15

(further entries)
Each structure is followed by: TWEAK Fn14 block	LMP1 NFkB inh	NCOA3 inh	TLR9-MyD88 inh	COUP-TFII inh	TRAIL sens C8	LRH-1 inv ag	NCOA1 inh	SRC2 inh	NOD2 RIPK2 PPI	TROY NFkB inh
CCN(CC)CCNC(=O)c1ccc(NC(=O)c2cc(S(=O)(=O)N3CCCCC3)ccc2C)cc1
 : 7	-25	-8	-4	-6	8	-21	4	3	6	-4
O=C(CSc1nnc(CNc2cccc(C(F)(F)F)c2)n1Cc1ccco1)NCc1ccco1
 : -2	-15	13	-1	-12	0	19	1	-12	-8	3
Cc1ccsc1/C=N/N1CCN(Cc2ccccc2)CC1
 : -22	-14	-36	-4	-8	-3	-24	-33	-34	4	-23
Nc1ncnc2c1ncn2[C@@H]1O[C@H](CNC(=O)[C@@H](N)Cc2ccccc2)[C@@H](O)[C@H]1O
 : -23	1	-5	-5	0	1	4	-10	-27	8	-13
O=C(NNC(=S)Nc1ccc(F)cc1)C1[C@H]2CCCC[C@@H]12 (stereo partly drawn)
 : -7	·	3	·	-25	8	-29	-4	-31	1	-51
CCOC(=O)c1ccc(N2CCN(C(=O)c3ccccc3)CC2)c(NC(=O)c2ccco2)c1
 : 2	-9	1	-2	-1	3	44	7	0	2	-2
O=C(O)CCCC(=O)NNc1ncnc2ccccc12
 : 19	-4	12	-6	7	-13	5	3	-5	-10	-5
CCCC(=O)N1CCN(c2ccc([N+](=O)[O-])cc2Cl)CC1
 : 5	-7	18	-5	8	-1	6	-7	-24	1	1
COc1ccc(S(=O)(=O)N2CCC(C(=O)N[C@@H](C)C(=O)NCc3ccco3)CC2)cc1
 : -4	6	-23	-6	2	14	-4	8	-1	0	-4
O=C(CCS(=O)(=O)c1ccccc1Cl)NCCC1=CCCCC1
 : -16	-17	4	5	-15	11	-21	-34	-28	-2	-39
O=C(c1[nH]c(C(F)(F)F)nc1-c1ccccc1)N1CCN(c2ncccn2)CC1
 : 5	·	4	·	-9	11	-33	11	-5	-12	-2
O=C(Oc1cccc(NC2=NS(=O)(=O)c3ccccc32)c1)c1ccncc1
 : 7	0	-3	0	-2	-12	-13	-5	5	-4	32
Cc1cc(O)c(C(=O)c2ccccc2C(=O)O)cc1C
 : -2	2	18	-9	7	-1	3	9	-2	4	-16
COc1ccc(S(=O)(=O)N2CCC(C(=O)NCCc3ccc(OC)c(OC)c3)CC2)cc1
 : -9	2	-4	1	4	2	0	-6	-21	4	7
COc1ccc(/C=N/N2CCN(C)CC2)cc1OC
 : -3	1	13	-1	18	6	-1	-1	18	-22	-5
CSc1ccccc1NC(=O)c1cc(S(=O)(=O)N(C)C)ccc1N1CCCC1
 : -5	2	-11	-5	4	-12	8	-8	-19	7	3
CCOCc1cnc(C)nc1NCC(=O)c1c(C)n(C)c2ccc(OC)cc12
 : 12	-4	17	4	13	-3	23	-1	-37	-6	8
CCSc1ncc(Cl)c(C(=O)Nc2cc(C)ccc2C)n1
 : -72	-14	21	-1	-11	-6	-17	-42	-3	1	3
COc1cc(S(=O)(=O)N(C)Cc2ccc3c(c2)OCCO3)ccc1NC(C)=O
 : -3	3	10	-17	-9	4	7	8	36	-17	-1
COc1ccc(N2CCN(C(=O)CN(c3cccc(Br)c3)S(C)(=O)=O)CC2)cc1
 : -4	8	-15	-14	5	-7	-21	-2	-1	8	3
COC(=O)C[C@H]1C[C@@H]2c3cc(NS(=O)(=O)c4ccc(OC)cc4)ccc3O[C@@H]2[C@H](CO)O1
 : -5	-3	-3	3	6	-5	-2	-10	12	-4	-11
CC1(C)Cc2cccc(OCC(=O)OCC(=O)Nc3ccccc3)c2O1
 : 10	-4	6	-13	14	4	15	-5	9	15	19
CCn1c(Nc2ccccc2Cl)nc2ccccc21
 : -10	-6	4	·	8	-1	16	-2	-17	-8	-15
CCOC(=O)Cc1csc(N(C)C)n1
 : 0	3	5	-13	-20	-2	-10	-23	8	-13	6
